# aGal spleen mod = alpha-galactosidase A (human) modulation; human spleen homogenate, 4MU-alpha-Gal fluorescence, 40 min; Potency, µM (titrated, usually from 80 µM), without a hit: at the top dose activity change, negative = inhibition, most hits filed as inhibitors; P06280; 0.008% of 240,000 active; AID 2107;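 also: 0% = enzyme with vehicle and -100% = no enzyme basal signal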
# Target sequence (P06280 32-429 limits assumed): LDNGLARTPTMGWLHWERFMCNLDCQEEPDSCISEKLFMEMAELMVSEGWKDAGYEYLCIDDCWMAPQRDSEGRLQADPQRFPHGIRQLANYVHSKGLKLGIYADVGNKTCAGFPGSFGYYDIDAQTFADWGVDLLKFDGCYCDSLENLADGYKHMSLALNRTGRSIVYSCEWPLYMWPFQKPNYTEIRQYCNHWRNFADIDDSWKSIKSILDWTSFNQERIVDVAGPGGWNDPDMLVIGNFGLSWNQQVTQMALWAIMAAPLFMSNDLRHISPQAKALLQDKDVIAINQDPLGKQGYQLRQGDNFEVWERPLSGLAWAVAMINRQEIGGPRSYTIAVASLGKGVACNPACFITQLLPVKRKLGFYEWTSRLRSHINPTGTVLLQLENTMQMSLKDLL
#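 Human spleen homogenate (1 ug) was the enzyme source, with 4-methylumbelliferyl-alpha-D-galactopyranoside (1 mM final) in pH 5.0 citrate buffer with 0.01% Tween-20. Compounds were titrated; after 40 min at 37C, NaOH/glycine stop, 4-MU fluorescence read; AC50 from Hill fits.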
# ALDH1A1 block = blocks purified human ALDH1A1 activity. P00352. AID 1030. 7.3% of 220,000 active. Potency, µM (highest dose often 75.3 µM), without a hit: at the top dose activity, negative = inhibition, usual class: inhibitors. Purified ALDH1A1, NADH fluorescence, propionaldehyde substrate; active = well fitted inhibition curve with a large enough effect, not every such curve was filed as active; inconclusive = small, poorly fitted or top-dose-only effect, or another doubt; inactive = no such curve, though single readings can be large or run the other way;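 also: plate controls were no enzyme wells and a reference inhibitor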
# GAA inhib = blocks human lysosomal alpha-glucosidase; 0.005% of 200,000 active; AID 1466; Potency, µM (titrated, usually from 76.9 µM), without a hit: top-dose activity change, negative = inhibition, usual class: inhibitors; purified human GAA, 4-MU-alpha-glucoside fluorescence; P10253;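 also: plate controls were uninhibited enzyme wells for no effect and no-enzyme background for full effect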
#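 Endpoint fluorogenic read: 20 min room-temperature reaction of 4 nM human alpha-glucosidase with 400 uM 4-methylumbelliferyl-alpha-D-pyranoside, pH 5.0, quenched with 1M NaOH/1M glycine pH 10. AC50 from Hill modeling.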
# GAA spleen mod = inhibits or activates alpha-glucosidase in human spleen homogenate; 0.006% of 240,000 active; Potency, µM (doses to about 79.9 µM), without a hit: at the highest dose activity change, negative = inhibition, hits mostly inhibitors; human spleen homogenate, 4-MU-alpha-glucoside fluorescence; P10253;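 also: 0% = enzyme with vehicle and -100% = no enzyme basal signal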
#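 Compounds were titrated against alpha-glucosidase in spleen homogenate at pH 5.0, with 1 mM 4-methylumbelliferyl substrate for 40 min at 37 C. Reactions were quenched with pH 10 NaOH/glycine and fluorescence measured.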
# SMN2 splice enh = SMN2 splice variant enhancement; Potency, µM (series often up to 46.1 µM), for inactives: at the top dose activity change, positive = activation, actives largely listed as activators; HEK293 SMN2-luciferase splicing reporter, luminescence, 30-36 h; AID 1458; 2.8% of 210,000 active; also: % of control where 0% means no effect; nearly all actives have a fitted effect of over 55% in size
#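 HEK293 cells carry an SMN2 […]–luciferase reporter in which exon 7 inclusion puts luciferase in frame. Cells were plated 10-12 h before compound addition, then incubated 30-36 h at 37C. ONE-Glo luminescence was read; sodium butyrate at 4.5 mM final served as control.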
# RGS12 GoLoco inh = RGS12 GoLoco-Gai1 interaction inhibition. 0.44% of 230,000 active. Potency, µM (doses to about 61.6 µM), without a hit: top-dose activity, negative = inhibition, actives largely listed as inhibitors. Gai1:RGS12 GoLoco peptide FP, rhodamine, 10 min; active = well fitted inhibition curve with a large enough effect, not every such curve was filed as active; inactive = no such curve, though single readings can be large or run the other way; also: % is scaled to controls: 0 for no effect and ±100 for the full control effect; nearly all actives have a fitted effect of over 30% in size; many of its hits are not listed in these tables
# Target sequence (P63096 whole entry, looked up): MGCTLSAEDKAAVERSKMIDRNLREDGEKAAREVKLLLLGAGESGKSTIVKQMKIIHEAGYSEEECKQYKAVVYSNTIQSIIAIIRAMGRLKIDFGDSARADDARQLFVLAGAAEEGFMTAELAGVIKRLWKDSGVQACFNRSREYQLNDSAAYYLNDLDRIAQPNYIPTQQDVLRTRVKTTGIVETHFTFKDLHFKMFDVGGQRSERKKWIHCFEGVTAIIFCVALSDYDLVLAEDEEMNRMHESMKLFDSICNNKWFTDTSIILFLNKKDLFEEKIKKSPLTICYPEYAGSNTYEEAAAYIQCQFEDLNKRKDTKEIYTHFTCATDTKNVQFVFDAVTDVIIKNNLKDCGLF
# GAA glycogen = alters human alpha-glucosidase cleavage of glycogen; P10253; 0.38% of 300,000 active; recombinant GAA, glycogen substrate, Amplex Red glucose oxidase fluorescence; Potency, µM (titrated, usually from 76.4 µM), inactives show at the highest dose activity change, negative = inhibition, usual class: inhibitors;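 also: 0% = full enzyme reaction and -100% = no-enzyme basal signal; the screen sought inhibitors and activators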
#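 Natural-substrate format: glycogen cleavage by 4 nM human enzyme, glucose read by Amplex Red coupling (Ex 573, Em 610 nm). Normalized to enzyme and no-enzyme controls.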
# KDM4E inh = JMJD2E (human) inhibition | AID 2147 | JMJD2E catalytic domain, FDH-coupled NADH fluorescence (FDH is formaldehyde dehydrogenase) | B2RXH2 | 1.6% of 230,000 active | Potency, µM (doses to about 57.1 µM), without a hit: at the highest dose activity change, negative = inhibition, hits mostly inhibitors; active = well fitted inhibition curve with a large enough effect, not every such curve was filed as active; inconclusive = small, poorly fitted or top-dose-only effect, or another doubt; inactive = no such curve, though single readings can be large or run the other way;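 also: 0% = wells with enzyme and -100% = buffer wells without enzyme; nearly all actives have a fitted effect of over 50% in size; many of its hits are not listed in these tables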
# Target sequence (B2RXH2 1-337 limits assumed): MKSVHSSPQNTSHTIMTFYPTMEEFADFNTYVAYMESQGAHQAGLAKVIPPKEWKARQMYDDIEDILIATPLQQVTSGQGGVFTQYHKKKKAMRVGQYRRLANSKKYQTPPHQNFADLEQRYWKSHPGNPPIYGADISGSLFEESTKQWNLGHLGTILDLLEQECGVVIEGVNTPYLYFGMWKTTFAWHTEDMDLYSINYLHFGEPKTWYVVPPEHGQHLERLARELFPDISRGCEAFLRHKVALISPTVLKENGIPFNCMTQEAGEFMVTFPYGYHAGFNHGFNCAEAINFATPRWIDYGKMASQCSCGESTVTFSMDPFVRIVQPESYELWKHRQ
# Numbers without * were called inactive; ? = inconclusive; . = not tested or not shown; & = joins results of further samples; [ ] = another dose, or the depositor's remark. Unless noted, calls follow the shape of the dose curve; as a rule, active = well fitted curve in the direction sought with a large enough effect; inconclusive = small, poorly fitted or top-dose-only effect, or another doubt; inactive = no such curve, though single readings can be large; an effect the other way counts as inactive or inconclusive. Potency is read from the fitted curve at half-maximal effect. The list is partial. The share of hits here may be higher or lower than overall.
# Results follow in this order: GAA inhib	ALDH1A1 block	SMN2 splice enh	GAA spleen mod	GAA glycogen	aGal spleen mod	KDM4E inh	RGS12 GoLoco inh
CCCN1C=CC(=C/C=C(\C#N)C(=O)OCC)C=C1
    ?	-10%	14µM*	-20%	?	-12%	-11%	10%
O=C1CSC(c2ccccn2)N1c1ccccc1 (stereo not given)
    -4%	7%	-14%	5%	-2%	4%	4%	5%
Cc1cc(C)c(-c2cc(NC(=O)COC(=O)c3ccc(C#N)cc3)n(-c3ccccc3)n2)cc1C
    -7%	-10%	-33%[inhibitor]	-11%	-1%	-6%	0%	13%
CCN=C1S/C(=C\c2cc(Br)ccc2OCC(=O)OCC)C(=O)N1CC
    0%	?	-14%	1%	6%	4%	5%	-1%
C/C=C(\C)C(=O)N1CC2(CC(c3cccc(NC(=O)CC(c4ccccc4)c4ccccc4)c3)=NO2)C[C@H]1C(N)=O (stereo not given in full)
    .	.	.	2%	-5%	13%	-19%	-2%
O=C(O)/C(=C\C(=O)c1ccccc1)Nc1ccccc1
    .	.	.	5%	1%	3%	?	-1%
O=C(N/C(=C\c1cccnc1)C(=O)N1CCOCC1)c1ccco1
    1%	5%	-6%	-1%	9%	-4%	9%	1%
Cc1cccc(NC(=O)CN2C(=O)S/C(=C\C(=O)Nc3ccc(Cl)cc3)C2=O)c1
    -1%	0%	-4%	0%	2%	1%	-7%	-14%
COc1ccc(C(CC(=O)O)NC(=O)Cc2ccccc2)cc1 (stereo not given)
    0%	6%	21%	0%	8%	4%	-1%	3%
CC1Cn2c(nc3sc4c(c3c2=O)CCC4)N1CCO (stereo not given)
    8%	?	-3%	29%	2%	?	?	-8%
O=C(CN1C(=O)CSc2ccc(C(F)(F)F)cc21)Nc1ccccc1
    0%	5%	.	-4%	0%	1%	-14%	18%
O=S(=O)(c1cccs1)N1CCc2ccccc2C1
    -5%	8%	10%	0%	3%	-6%	-2%	1%
CCn1c(SCc2ccc(C(=O)OC)o2)nc2sc3c(c2c1=O)CCCC3
    -4%	-7%	-12%	-3%	3%	-2%	-8%	12%
OC(COCc1ccccc1)CN1CCc2ccccc2C1 (stereo not given)
    6%	0%	-4%	-14%	7%	-1%	-4%	10%
Cc1cccc(N(C(=O)CCC(=O)Nc2nccs2)C(C(=O)NC(C)(C)C)c2ccc(O)cc2)c1 (stereo not given)
    7%	5%	-1%	-3%	7%	-5%	-2%	9%
O=S(=O)(c1ccc(F)cc1)n1ccc(-c2cccc(OCc3ccc(Cl)cc3Cl)c2)n1
    5%	-5%	-28%	-13%	4%	11%	5%	-1%
CC(C)C(=O)N1CCN(c2ccccc2NC(=O)c2cccc(Cl)c2)CC1
    -9%	-3%	-10%	0%	-2%	-1%	2%	9%
COC(=O)CSc1[nH]c2ccc(F)cc2c1[N+](=O)[O-]
    .	.	.	-10%	3%	1%	-24%	-13%
CCC(CC)C(=O)NCCc1ccc(F)cc1
    -3%	10%	-9%	-6%	11%	-3%	4%	2%
COc1ccccc1NC(=O)CSC1CC(=O)N(c2ccc3c(c2)OCO3)C1=O (stereo not given)
    -14%	0.56µM*	11%	-2%	-13%	8%	6%	-32%

# Shown as a hit in SMN2 splice enh, among the entries above:
SMILES	GAA inhib	ALDH1A1 block	SMN2 splice enh	GAA spleen mod	aGal spleen mod	KDM4E inh	RGS12 GoLoco inh
CCCN1C=CC(=C/C=C(\C#N)C(=O)OCC)C=C1	?	-10%	14µM*	-20%	-12%	-11%	10%

# (cont.)
# Results follow in this order: GAA inhib	ALDH1A1 block	SMN2 splice enh	GAA spleen mod	GAA glycogen	aGal spleen mod	KDM4E inh	RGS12 GoLoco inh
FC(F)(F)c1ccnc(Oc2ccc(C3=NCCS3)cc2)c1
    -4%	-6%	.	0%	-3%	-6%	7%	2%
CCC(C)(C)n1nnnc1C(C(C)C)N1CCN(C)CC1 (stereo not given)
    8%	6%	-12%	-5%	8%	-3%	1%	5%
Cc1ccc(S(=O)(=O)c2ccc(Cl)cc2)cc1S(=O)(=O)N1CCN(C)CC1
    15%	-9%	-24%	-3%	4%	-17%	1%	1%
CCNc1ncc2nc(-c3cccs3)c(=O)n(-c3ccccc3)c2n1
    .	?	.	-9%	.	11%	.	66%[activator]
O=C(Cc1ccc([N+](=O)[O-])cc1)Nc1cccc(C(F)(F)F)c1
    -3%	7%	-10%	0%	-10%	8%	2%	6%
CC(=O)Nc1sc(N/N=C\c2ccco2)nc1-c1cccs1
    -9%	18µM*	-11%	-12%	-15%	-19%	-23%	6%
O=[N+]([O-])c1ccc(/C=N/NS(=O)(=O)c2ccc(Cl)cc2)o1
    -9%	7.9µM*	-4%	-9%	4%	-5%	?	1%
Cc1ccc(NC(=O)CCC(=O)OCC(=O)c2ccc(Oc3ccc([N+](=O)[O-])cc3)cc2)cc1
    -1%	1%	-18%	-9%	-1%	1%	1%	6%
O=C(CCn1ccnc1)Nc1ccc2ccccc2c1
    2%	-3%	3%	8%	8%	17%	7%	0%
O=C(NCCCCO)c1ccc2c3c(cccc13)CC2
    -8%	?	.	-9%	13%	1%	?	4%
Cc1ccc(COc2ccc(/C=N/O)cc2)cc1
    6%	0%	10µM*	-5%	8%	-9%	0%	11%
O=C(Cc1cccs1)NCCN1CCOCC1
    4%	1%	0%	-2%	6%	4%	-12%	16%
CCOc1ccccc1NC(=O)N1CCCC(c2nc(-c3ccc(C)o3)no2)C1 (stereo not given)
    14%	?	.	-1%	9%	-8%	10%	2%
CC(C)(C)C1CCc2onc(C(=O)NCc3ccc(F)cc3)c2C1 (stereo not given)
    -2%	-9%	-22%	1%	-3%	-6%	5%	12%
Cc1ccc(S(=O)(=O)c2c(C)cc(C)nc2Oc2cccc(C)c2C)cc1
    -4%	?	-5%	-6%	-5%	-3%	1%	-3%
O=C(O)c1ncn(Cc2ccc(Br)cc2)c1C(=O)O
    3%	-7%	11%	4%	?	-2%	1%	8%
CCCSc1nnc(NC(=O)Nc2ccc(C)cc2)s1
    .	.	.	-1%	-1%	-8%	-4%	3%
CN(C)C=NC(=O)c1cc(C(=O)c2ccccc2)c[nH]1
    7%	-8%	17%	-1%	-6%	8%	6%	10%
O=C(Nc1ccc2c(c1)OCO2)NC1CCN(Cc2ccccc2)CC1
    -7%	5%	?	-17%	1%	-7%	7%	8%
Brc1ccc(-c2nnc(-c3ccco3)o2)cc1
    -10%	-9%	.	0%	-29%	-4%	?	.
COc1ccc(CCC(=O)Nc2ccc(Cl)c(S(=O)(=O)N3CCCC3)c2)cc1
    .	.	.	0%	0%	6%	-8%	11%
CCOC(=O)C1=C(C)NC(SCC(N)=O)=C(C#N)C1c1cccs1 (stereo not given)
    -8%	?	-12%	-5%	2%	2%	?	-2%
CCOC(=O)Cc1nc(-c2cccc(C(F)(F)F)c2)no1
    -8%	12%	15%	.	-4%	-17%	-3%	9%
Cc1cc(C)nc(N2C(=O)CC(C(=O)O)NC2=NCCc2c[nH]c3ccccc23)n1 (stereo not given)
    1%	4%	-14%	0%	7%	-4%	7%	2%
COc1nc(Oc2ccc(=O)n(C)n2)nc(N(C)C)n1
    -13%	2%	8%	-1%	6%	2%	7%	12%
Fc1ccc(Nc2nc(N3CCOCC3)c3ccccc3n2)cc1
    -4%	2%	-26%	-4%	-12%	7%	?	8%
O=C(NCCCn1ccnc1)/C(=C/c1cccs1)NC(=O)c1ccco1
    13%	2%	.	7%	21%	1%	-2%	4%
O=S(=O)(c1ccc(Cl)cc1)N1CCN(C(=S)Nc2ccccc2F)CC1
    -3%	-15%	-5%	2%	0%	7%	0%	1%
Cn1c(N)c(C(=O)COC(=O)c2cc(C(F)(F)F)nc3c(C(F)(F)F)cccc23)c(=O)n(C)c1=O
    .	3%	7%	-3%	.	3%	8%	-8%
O=C(NNS(=O)(=O)c1ccc2ccccc2c1)C1CCN(Cc2ccccc2)CC1
    5%	-1%	23%	-25%	-2%	13%	-5%	4%
Cc1cccc(C)c1NC(=O)C1(NC(=O)Cn2cccc([N+](=O)[O-])c2=O)CCCCC1
    -9%	10%	0%[1.84 µM]	-11%	-6%	1%	3%	5%
CCOc1ccc(S(=O)(=O)N/N=C(\C)c2ccc(OC)cc2OC)cc1
    6%	22µM*	-16%	.	5%	8%	0%	0%
Cc1ccc(S(=O)(=O)OCCc2ccccc2)cc1
    .	-3%	3%	7%	.	2%	-1%	5%
CCCn1c(SCC(=O)N2CCCCC2)nnc1C(C)C
    10%	?	.	9%	-10%	-4%	2%	13%
COc1ccc(-c2cc(-c3cccs3)c(C#N)c(SCC(=O)NCc3ccccc3)n2)cc1
    ?	?	?	-10%	0%	-13%	?	10%
COc1cc(OC)c(S(=O)(=O)NCc2ccco2)cc1S(=O)(=O)NCc1ccco1
    -4%	0%	4%	-2%	-2%	5%	6%	2%
O=C1c2ccccc2NC(c2ccccc2)N1/N=C/c1ccccc1 (stereo not given)
    ?	-6%	25µM*	-3%	-11%	7%	?	11%
COc1cccc([C@@H]2Oc3ccc(OC)cc3C(=O)[C@H]2OC(=O)NCc2ccco2)c1
    .	-12%	?	0%	.	13%	3%	0%
N#Cc1cc2nc(O)c(O)nc2cc1[N+](=O)[O-]
    .	-4%&8%	-7%	-5%&7%	.	7%&14%	2%&-19%	0%&6%
Cc1ccccc1OCCn1cc(/C(N)=N/O)c2ccccc21
    -8%	2%	-20%	-5%	32µM*	-8%	2%	-6%
Cc1ccc(-n2c(-c3ccncc3)n[nH]c2=S)c(C)c1
    3%	-13%	0%	5%	-10%	5%	6%	11%
O=c1[nH]cnc2scc(-c3ccccc3)c12
    8%	3%	-4%	4%	-3%	6%	3%	7%
Cc1cc(C)cc(N(C(C)C(=O)NCc2ccc3c(c2)OCO3)S(C)(=O)=O)c1 (stereo not given)
    9%	10%	7%	-5%	2%	-2%	3%	-5%
CCCCOC(=O)c1ccc(N2C(=O)CC(N3CCN(C/C=C/c4ccccc4)CC3)C2=O)cc1 (stereo not given)
    -13%	13µM*	-1%	-6%	0%	-9%	-15%	9%

# Bioassay records: PubChem, National Center for Advancing Translational Sciences (NCATS)
